# Mito fusion yeast: qHTS Assay for Small Molecule Inhibitors of Mitochondrial Division or Activators of Mitochondrial Fusion; S. cerevisiae fusion-defective mutant growth rescue, CellTiterGlo 48 h; Potency, µM (highest dose often 46.1 µM), without a hit: top-dose growth rescue (activation), usual class: activators; actives 0.23% (n = 320,000); AID 485298, 2010;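 note: potency is the fitted concentration of half-maximal effect; % of control where 0% means no effect; nearly all actives have a fitted effect of over 45% in size; temperature-sensitive fusion mutants such as fzo1-1 at 37 °C on non-fermentable ethanol glycerol medium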
#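 Growth-rescue viability read-out: after 48 h at the non-permissive 37C in glycerol/ethanol YPEG, yeast mitochondrial fusion mutants are measured by CellTiterGlo luminescence; compounds (23 nl pinned per well) restoring growth score as division inhibitors or fusion activators.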
# Eya2 phos inh: qHTS Assay for Inhibitors of the Phosphatase Activity of Eya2. Potency, µM (doses to about 76.9 µM), for inactives: at the highest dose activity, negative = inhibition, most hits filed as inhibitors. actives 0.006% (n = 330,000). AID 488837, 2010. recombinant Eya2, OMFP fluorescence dephosphorylation (OMFP is methylfluorescein phosphate); note: potency is the fitted concentration of half-maximal effect; % is set by controls: 0 for no effect and ±100 for the full control effect
# Target sequence (O00167 whole entry, looked up): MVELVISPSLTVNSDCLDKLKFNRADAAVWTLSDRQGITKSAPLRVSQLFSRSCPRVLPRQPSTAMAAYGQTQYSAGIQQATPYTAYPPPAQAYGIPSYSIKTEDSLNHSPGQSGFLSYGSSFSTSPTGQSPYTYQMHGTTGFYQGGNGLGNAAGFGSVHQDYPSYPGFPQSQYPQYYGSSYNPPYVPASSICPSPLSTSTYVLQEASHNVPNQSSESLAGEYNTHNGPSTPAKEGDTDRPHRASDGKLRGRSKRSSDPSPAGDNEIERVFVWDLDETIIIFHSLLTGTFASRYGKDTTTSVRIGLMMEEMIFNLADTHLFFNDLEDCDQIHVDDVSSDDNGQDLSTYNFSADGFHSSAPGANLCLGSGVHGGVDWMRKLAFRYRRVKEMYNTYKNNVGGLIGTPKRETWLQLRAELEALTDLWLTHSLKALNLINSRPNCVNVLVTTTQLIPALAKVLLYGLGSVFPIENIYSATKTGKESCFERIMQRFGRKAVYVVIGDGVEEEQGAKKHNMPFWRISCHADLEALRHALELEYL
#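 Eya2 (0.2 uM) preincubated 10 min at ambient with compound, then OMFP substrate added at 50 uM; 10 min reaction in 50 mM HEPES pH 7.5, 50 mM NaCl, 5 uM MgCl2, 0.05% BSA, 1 mM DTT. Fluorescence read at Ex 485/Em 525 nm.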
# PKM2 activator: qHTS Assay for Activators of Human Muscle isoform 2 Pyruvate Kinase; Pyruvate kinase PKM (Homo sapiens), P14618; purified PKM2, Kinase-Glo ATP luminescence, activation; response scale: 0% is enzyme alone, no compound; Potency, µM (doses to about 57.5 µM), for inactives: top-dose activation, hits mostly activators; actives 0.34% (n = 260,000); AID 1631, 2009; note: potency is the fitted concentration of half-maximal effect; % is set by controls: 0 for no effect and ±100 for the full control effect; nearly all actives have a fitted effect of over 55% in size
#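 ATP formation by purified human PK-M2, quantified via coupled luciferase luminescence after 1 h at room temperature with 0.1 mM ADP and 0.5 mM PEP final.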
# TSHR antag: Antagonists of the Thyroid Stimulating Hormone Receptor: HTS campaign; activity change, negative = inhibition, % at 11.5 µM; AID 504810, 2011; TSHR-expressing cells, TSH-stimulated cAMP HTRF, 2 h; stronger effect = lower value; Thyrotropin receptor (Homo sapiens), P16473; actives 0.2% (n = 330,000);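 active = activity change below a set negative limit, meaning inhibition stronger than a set level, cut at about -70% in these data; inconclusive = activity change between two set negative limits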; note: % is set by controls: 0 for no effect and ±100 for the full control effect
#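 Read-out is FRET at 665 nm (cryptate excitation 337 nm) from a cryptate-tagged anti-cAMP antibody, competed by cell cAMP against cAMP-d2. Compounds are tested on freshly harvested TSHR cells challenged with 4nM TSH (EC80) for 2 hours at 37 deg C.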
# KCNH2 WT inh: qHTS for Inhibitors of KCHN2 3.1: Wildtype qHTS. Voltage-gated inwardly rectifying potassium channel KCNH2 (Homo sapiens), Q12809. U2OS, BacMam KCNH2, thallium flux FluxOr; stronger effect = lower value. activity change, % at 1.84 µM. actives 0.37% (n = 340,000);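 active = maximum activity change below -70%; inconclusive = maximum activity change between -70% and -50%; inactive = maximum activity change above -50%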; note: % is set by controls: 0 for no effect and ±100 for the full control effect
#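 U2OS cells were transduced with wild-type KCNH2 virus (2.03 x 10^8 / mL) for 4 h at room temperature, then cultured overnight at 37 C. Thallium flux was read with FluxOr dye. Rate constants were normalized to DMSO controls.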
# S-ASM inh: Inhibitors of Secretory Acid Sphingomyelinase (S-ASM): qHTS. Sphingomyelin phosphodiesterase (Homo sapiens), P17405. placental ASM, HMU-PC fluorogenic substrate, 60 min. Potency, µM (highest dose often 57.5 µM), without a hit: top-dose activity change, negative = inhibition, actives largely listed as inhibitors. actives 0.006% (n = 340,000). AID 504937, 2011; note: potency is the fitted concentration of half-maximal effect
#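 qHTS format. ASM enzyme prepared from human placenta hydrolyses the fluorogenic substrate HMU-PC0 (9 uM final) over 60 min at 37 °C after a 10 min compound preincubation.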
# GALK inh: qHTS Assay for Inhibitors of Human Galactokinase (GALK) | AID 1868, 2009 | actives 0.007% (n = 270,000) | P51570 | Potency, µM (series often up to 57.5 µM), inactives show at the top dose activity change, negative = inhibition, usual class: inhibitors | Purified GALK, Kinase-Glo residual ATP luminescence; note: potency is the fitted concentration of half-maximal effect; % is set by controls: 0 for no effect and ±100 for the full control effect
# Target sequence (P51570 whole entry, looked up): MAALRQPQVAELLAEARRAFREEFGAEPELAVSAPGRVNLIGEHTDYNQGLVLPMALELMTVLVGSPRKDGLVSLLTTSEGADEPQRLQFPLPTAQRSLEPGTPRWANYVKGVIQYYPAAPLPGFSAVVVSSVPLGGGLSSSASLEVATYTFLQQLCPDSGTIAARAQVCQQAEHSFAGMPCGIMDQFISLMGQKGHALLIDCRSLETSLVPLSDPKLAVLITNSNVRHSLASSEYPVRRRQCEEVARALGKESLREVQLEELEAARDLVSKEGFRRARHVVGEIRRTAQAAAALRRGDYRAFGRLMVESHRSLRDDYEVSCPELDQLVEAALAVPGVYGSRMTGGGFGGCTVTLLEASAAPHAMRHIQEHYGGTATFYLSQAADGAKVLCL
#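 Quantitative HTS: GALK 5 nM, ATP 35 uM, galactose 100 uM, 1 h room temperature, then luciferase-based ATP detection.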
# MBNL1 CUG block: qHTS Assay for Inhibitors of MBNL1-poly(CUG) RNA binding; Potency, µM (top dose mostly 57.5 µM), inactives show top-dose activity change, negative = inhibition, actives largely listed as inhibitors; Muscleblind-like protein 1 (Homo sapiens), Q9NR56; TR-FRET MBNL1-His/biotin-(CUG)12 binding, 665/545 ratio; actives 0.036% (n = 280,000); AID 2675, 2010; active = well fitted inhibition curve with a large enough effect in the signal ratio, with a control signal flat, not every such curve was filed as active; inconclusive = small, poorly fitted or top-dose-only effect, or effect the other way, or a change in a side signal; inactive = no such curve, though single readings can be large or run the other way; the % refers to the signal ratio; note: potency is the fitted concentration of half-maximal effect; % is set by controls: 0 for no effect and ±100 for the full control effect
#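 Compounds (final 92 nM to 58 uM) are added to His-tagged MBNL1 and biotin-(CUG)12, then terbium anti-His antibody and streptavidin-XL665 (5 nM final). After 60 min at room temperature, the 665/545 nm ratio is read.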
# Chronic BCR inh: qHTS Assay to Find Inhibitors of Chronic Active B-Cell Receptor Signaling; Potency, µM (highest dose often 46.1 µM), for inactives: top-dose ratio change, negative = lower green/red ratio, hits mostly inhibitors; actives 0.05% (n = 340,000); ABC-DLBCL IkBa-CBG/CBR reporter, luminescence ratio, 4 h; active = well fitted inhibition curve with a large enough effect in the signal ratio, with a control signal flat, not every such curve was filed as active; inconclusive = small, poorly fitted or top-dose-only effect, or effect the other way, or a change in a side signal; the % refers to the signal ratio;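 note: potency is the fitted concentration of half-maximal effect; plate controls were basal doxycycline-induced cells for no effect and cells given 10 µM MG132 for full effect; MG132 reads +100%, hits lower the ratio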
#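 TMD8 ABC-DLBCL cells carrying doxycycline-inducible green luciferase fused to IkappaBalpha plus unfused red luciferase were exposed to compounds (up to 46 uM) for 4 hrs at 37C. Activity came from the overlap-corrected green/red luminescence ratio.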
# Menin-MLL TR inh: qHTS Assay for Inhibitors Targeting the Menin-MLL Interaction in MLL Related Leukemias: Competition With Texas Red Labeled MLL-derived Mutant Peptide; O00255; Menin + Texas Red MLL mutant peptide, fluorescence polarization; Potency, µM (series often up to 61.6 µM), for inactives: at the top dose FP activity change, negative = inhibition, usual class: inhibitors; actives 0.23% (n = 270,000); active = well fitted inhibition curve with a large enough effect in the polarisation, with a control signal flat, not every such curve was filed as active; inconclusive = small, poorly fitted or top-dose-only effect, or effect the other way, or a change in a side signal; inactive = no such curve, though single readings can be large or run the other way; the % refers to the polarisation; note: potency is the fitted concentration of half-maximal effect; % of control where 0% means no effect; many of its hits are not listed in these tables
# USP2a block: qHTS Assay for Inhibitors of Ubiquitin-specific Protease USP2a Using CHOP2 as the Reporter | USP2 core, Ub-CHOP2 coupled fluorogenic reporter, 485/531 | Potency, µM (highest dose often 38.3 µM), inactives show at the top dose activity change, negative = inhibition, usual class: inhibitors | actives 0.01% (n = 330,000);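 note: potency is the fitted concentration of half-maximal effect; plate controls were DMSO wells for no effect and full inhibition by NEM control for full effect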
#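 Deubiquitinase activity read as fluorescence (485/531 nm) after Ub-CHOP2 cleavage activates the enterokinase reporter on its substrate; USP2 core 10nM, Ub-CHOP2 and substrate 25nM each, 30min compound preincubation then 60min RT; data normalized to NEM, curves fitted.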
# * = called active by the depositor; i = inactive; ? = inconclusive; . = no result given; & = joins results of further samples; [ ] = dose if it differs, or a comment. Unless noted, calls come from the whole dose curve; as a rule, active = well fitted curve in the direction sought with a large enough effect; inconclusive = small, poorly fitted or top-dose-only effect, or another doubt; inactive = no such curve, though single readings can be large; an effect the other way counts as inactive or inconclusive. This is a subset; rates above refer to the full screens.
SMILES,Mito fusion yeast,Eya2 phos inh,PKM2 activator,TSHR antag,KCNH2 WT inh,S-ASM inh,GALK inh,MBNL1 CUG block,Chronic BCR inh,Menin-MLL TR inh,USP2a block
O=C1CC(NCc2ccc(F)cc2)C(=O)N1c1ccccc1 (stereo unspecified),-2%,-24%,3%,-9,2,2%,-1%,-3%,0%,-6%,4%
CSc1ccc(CNc2ccc(C)cc2)cc1,0%,-34%,-2%,-2,1,-2%,0%,-15%,?,32%[activator],0%
CCCC(=O)Nc1c2c(nn1-c1ccc(C)cc1C)CSC2,1%,-8%,3%,-7,-1,-2%,-1%,-5%,8%,-11%,2%
CC(=O)C1=C(C)Nc2ncnn2C1c1ccccc1 (stereo unspecified),-5%,-24%,.,13,1,9%,.,0%,4%,-3%,-1%
N#CC1=C(N)N(c2ccccc2)C(c2ccco2)C1(C#N)C#N (stereo unspecified),-3%,-10%,5%,-9,1,28%,-1%,9%,?,4%,2%
CCC1NC(=S)NC(C)=C1C(=O)c1ccccc1 (stereo unspecified),-28%,15%,1%,2,2,6%,-1%,0%,6%,2%,2%
COc1ccc(S(=O)(=O)N2CCC(C(=O)NCCC(=O)NCc3ccncc3)CC2)cc1,3%,2%,.,-7,1,3%,0%,-2%,0%,.,0%
CC1CCCN(C(=O)CCS(=O)(=O)Cc2ccccc2)C1 (stereo unspecified),0%,-2%,-2%,1,-1,0%,-4%,3%,-2%,0%,0%
COc1cccc(NC(=O)C2CSC3(C)CCC(=O)N23)c1 (stereo unspecified),-3%,12%,.,3,0,12%,.,.,3%,.,-2%
Cc1ccc(N2C(=S)NC3c4cc(Cl)ccc4OC2(C)C3C(=O)N(C)C)cc1 (stereo unspecified),2%,-1%,7%,8,2,-4%,2%,0%,11%,-30%,1%
CCN(CC)S(=O)(=O)c1ccc(C(=O)OCC(=O)N2CCN(C(=O)c3ccco3)CC2)cc1,0%,1%,-5%,4,-3,-1%,1%,3%,-1%,-20%,-4%
CCC1CCCN1Cn1cnc2c([nH]c3ccc(C)cc32)c1=O (stereo unspecified),7%,-5%,-16%,13,4,4%,.,-18%,9%,-2%,3%
Cc1cc(C)n2nc(C(=O)N/N=C/c3cccs3)nc2n1,1%,2%,-4%,2,5,0%,-1%,?,-1%,-8%,2%
CC1(C)C(=O)Nc2ccccc2N1C(=O)COC(=O)C12CC3CC(CC(O)(C3)C1)C2,0%,13%,1%,-5,-4,1%,-1%,6%,6%,10%,1%
O=C1c2ccccc2C(O)(c2ccccc2)N1c1ccncc1 (stereo unspecified),-14%,-13%,-1%,-6,6,-6%,-3%,-4%,3%,-3%,13%
CCOC(=O)CSc1nc2cc3c(cc2cc1C)OCO3,30%,1%,2%,6,-4,-7%,0%,-10%,-12%,19%,-1%
COc1ccc(Nc2nc(N)c([N+](=O)[O-])c(N3CCCC3)n2)cc1,-1%,14%,.,0,16,-20%,2%,4%,-1%,?,3%
C/C=C(\C)C(=O)OC1c2c(ccc3ccc(=O)oc23)OC(C)(C)C1OC(C)=O (stereo unspecified),?,-1%,2%,-9,3,-3%,-2%,?,0%,-17%&-1%,3%
COc1ccc(C(CC(=O)O)n2cnnn2)cc1 (stereo unspecified),3%,-23%,-3%,-2,6,-1%,7%,-7%,-6%,10%,2%
Cc1nnc(SCC(=O)N2c3ccccc3CC2C)[nH]c1=O (stereo unspecified),-3%,6%,-3%,-4,12,6%,-2%,-1%,5%,3%,2%
COC(=O)c1ccc(NC(=O)CN(C2CCCCC2)S(C)(=O)=O)cc1,-3%,4%,3%,1,-10,0%,-1%,11%,12%,?,-2%
Cc1ccc(SCCc2cc[n+](CC(=O)c3ccccc3)cc2)cc1,-8%,-1%,10%,-2,-9,-3%,-1%,-8%,-14%,-15%,3%
O=C(Nc1ccc(Br)cc1)c1cccc(NC(=O)C2C3CC4OC(=O)C2C4C3)c1 (stereo unspecified),-3%,-7%,-6%,0,10,-10%,1%,0%,?,27%,-4%
c1ccc(Cn2nnc3c(NCC4CCCO4)nc(C4CC4)nc32)cc1 (stereo unspecified),12%,5%,1%,0,7,1%,15%,-2%,-1%,?,-1%
O=C(c1cc2nc(-c3ccccc3)cc(C(F)(F)F)n2n1)N1CCOCC1,10%,5%,-15%,2,0,16%,0%,?,-3%,2%,4%
O=C(CCN1C(=O)c2ccccc2S1(=O)=O)NCc1ccc(F)cc1,2%,-11%,.,2,-3,-2%,.,.,?,.,2%
Cc1nc(-c2ccccc2)sc1-c1nc(-c2cccs2)ncc1S(=O)(=O)c1ccccc1,0%,13%,0%,11,.,.,-2%,-9%,?,-11%,6%
COc1ccc(Nc2nc(C(=O)N3CCc4ccccc4C3)cs2)cc1,?,7%,-18%,27,-1,-16%,1%,-11%,?,-1%,0%
COc1ccc(-c2cc(=O)[nH]c(=S)[nH]2)cc1,0%,9%,2%,-10,i,4%,-1%,6%,0%,17%,1%
CCCCC(=O)Nc1ccc(Cl)cn1,5%,13%,2%,3,3,2%,1%,0%,?,0%,0%
CN(Cc1ccccc1)C(=O)COC(=O)c1ccc(Cl)cc1N,2%,-3%,.,-1,-3,47%[activator],0%,8%,-9%,-3%,1%
CC(NC(=O)c1ccco1)C(=O)O (stereo unspecified),-8%,12%,.,-7,-5,-1%,.,.,2%,.,2%
Cc1ccc(-n2nc(N)c3c(=O)oc(N(C)C)nc32)cc1,4%,-3%,-11%,-8,-1,0%,-1%,0%,?,?,-6%
Cc1nc(SCCO)c2oc3ccccc3c2n1,-1%,-3%,-7%,29,-9,2%,3%,?,-2%,0%,3%
Cc1nnc(NC(=O)CSc2nnc(Cc3cccn3C)n2-c2cccc(C)c2C)s1,-4%,-21%,-3%,-2,.,.,2%,-3%,5%,-29%,-1%
CC1(c2nnc(Cc3ccccc3)o2)CC(c2ccc(OC(F)(F)F)cc2)=NO1 (stereo unspecified),6%,-27%,.,-7,-23,-19%,.,.,4%,.,-6%
CCCn1c(=O)c(C(=O)c2ccccc2)nc2ccccc21,6%,11%,2%,-4,-5,2%,.,?,6%,0%,2%
COc1ccc(N(CC(=O)Nc2ccccc2C(=O)N2CCCC2)S(C)(=O)=O)cc1,-1%,-6%,1%,-4,1,1%,-2%,-2%,4%,3%,0%
Cc1ccc(CSc2ccc(C(=O)N3CCOCC3)cc2[N+](=O)[O-])cc1,1%,-3%,-7%,6,8,-2%,-1%,3%,1%,-4%,-1%
O=C1CCCc2nc(N3CCCCC3)sc21,-4%,2%,-2%,1,29,1%,0%,6%,0%,-2%,2%
N#C/C(=C/C=C/c1ccccc1)C(=O)Nc1ccccc1,1%,-21%,1%,19,-29,-8%,2%,6%,4%,-21%,8%
COc1ccccc1CN1CC(C(=O)NCCCc2ccc(F)cc2)CCC1=O (stereo unspecified),29%,6%,.,-19,13,-2%,9%,-5%,-16%,0%,-6%

# Screening results from PubChem.
